Autophagy mod = autophagy modulators in MEF cells, primary screen, imaging, high-content, MEF GFP-LC3; MEF GFP-LC3 puncta imaging; test concentration mostly 10 µM; actives 0.98% (n = 190,000); calls only at 10 µM (by protocol);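 active = percentage of spot-positive cells more than 3 SD above its plate mean, without a fluorescence outlier flag or 80% toxicity; inconclusive = no clear call, values can overlap the other calls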;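 also: spot-positive cell cutoff set from DMSO-treated cells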
Yfh1-depleted yeast = enhancers of respiration in Yfh1-depleted yeast, dose response, Friedreich's ataxia, plus single-dose screen (AID 1465) | actives 0.074% (n = 220,000) | S. cerevisiae Yfh1-off respiration, WST-1 reduction, 72 h; higher fold induction means a stronger effect | one-dose fold induction at 50 µM; EC50 in µM for titrated hits;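 active = fold induction of absorbance versus untreated yeast above a set limit, then at least 30% activation at any dose in follow-up; inconclusive = repeats straddling the limit, or above it without dose testing; inactive = fold induction below the set limit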;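 also: activators that raise dye reduction in frataxin-depleted yeast; strong numbers were not always called active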
WT yeast gro inh = growth inhibition of WT strain, primary screen, mitochondrial fusion inhibitor project, WT and mutant strains, chemical genetic; mitochondrial fusion phenotypic screen; inhibition, % at 10 µM; actives 2.1% (n = 190,000); AID 1362, 2008; in the data active = inhibition above about 58%; tested in S. cerevisiae
MT stabilize HCS = microtubule stabilizers in HeLa cells, primary screen, imaging, high-content imaging; AID 2205, 2009; HeLa tubulin immunostaining HCS, 24 h; share of cells brighter than vehicle mean+2SD; actives 0.83% (n = 200,000); % tubulin-high responders, % at 10 µM;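 active = plate Z-score above 3 for both tubulin-high and condensed-nucleus cell shares, with cell loss under 80%, at 10 µM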;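 also: anti alpha tubulin signal scored within the nucleus-defined area of each cell; some results filed as inactive read as strong as hits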
b-catenin transl = modulators of beta-catenin nuclear translocation, primary screen, imaging, HeLa cells, immunofluorescence, high-content. nuclear translocation activity, % at 5 µM. actives 0.3% (n = 190,000);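 active = nuclear translocation activity above 50% at 5 µM, with a well cell count of 50 or more; inconclusive = wells under 50 cells across six images, flagged as toxic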;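 also: per-cell ratio of nuclear to cytoplasmic median beta-catenin stain intensity; plate controls were DMSO negative control for no effect and GSK-3 inhibitor IX positive control for full effect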
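Signal – beta-catenin immunofluorescence imaging with DAPI · Test system – human HeLa cell line · Dosing – 5 µM primary single dose, 0.1% DMSO, 0.02–20 µM confirmation series · Measure – % activation, nuclear-to-cytoplasmic median beta-catenin signal ratio per cell · Incubation – 24 h compound exposure at 37°C, 5% CO2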
Lipid droplet = inhibitors of hepatocyte lipid droplet formation, primary screen, imaging, high-throughput imaging, BODIPY stain. AML12 mouse hepatocytes, oleate lipid droplets. inhibition, % at 6.5 µM. actives 0.4% (n = 240,000). AID 1656, 2009;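 active = lipid droplet intensity inhibited by at least 50%, with more than 500 cells counted; inconclusive = wells with under 300 cells, treated as cytotoxic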
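Technique: fluorescence imaging, 20x objective, two fields per well / Assay system: AML12 hepatocytes (mouse) / Measure: % inhibition of lipid droplet signal / Doses: 6.5 µM single-point dosing / Incubation: overnight exposure / Reagent: 100 µM oleic acid challenge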
NOD2 inhibition = NOD2 signaling inhibitors, cell-based, luminescence, uHTS, HEK293 (AID 1566) | HEK293 NOD2/NF-kB luciferase reporter, luminescence; higher % means a stronger effect | one-dose inhibition, % at 4 µM; EC50 in µM for titrated hits | actives 0.63% (n = 290,000); in the data active = inhibition above about 50%; also: many of its hits are not listed in these tables
Insulin prom up = insulin promoter activators in MIN6 cells, imaging, high-content screening, mouse beta cells | MIN6 insulin promoter-GFP reporter; stronger effect = higher value | z-score at 5 µM | actives 0.3% (n = 190,000) | AID 1625, 2009;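 active = z-score above 3 at 5 µM with at least 500 cells counted in the well; inconclusive = wells under 500 cells, flagged as cytotoxic or low count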
Dynein cargo inh = inhibitors of GR-EGFP nuclear translocation, primary screen, dynein cargo transport inhibitor project, imaging, high-content, 3617.4 mouse cells | test concentration mostly 20 µM; stimulated with dexamethasone, 1 µM; stronger effect = lower value | z-score, hits read low | actives 0.47% (n = 220,000) | AID 1381, 2008;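 active = plate z-score of nuclear minus cytoplasmic receptor signal below a set negative limit, without overly bright fluorescence or cell loss, cut at about -3.5 in these data, passing the limit was not always enough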;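 also: z-score of nuclear minus cytoplasmic ring GR-EGFP intensity difference per well; some compounds called inactive have numbers as strong as hits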
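Also added – dexamethasone, 1.0 µM final · Buffer or medium – tet-free, stripped-serum medium · Schedule – induction 48 h, compound 1 h, agonist 30 min · Detection – formaldehyde fixation, Hoechst nuclear stain, 10x automated fluorescence imaging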
WT yeast gro inh mutant strain = further read-out of WT yeast gro inh, marked with its call; inhibition, %; mitochondrial fusion phenotypic screen, mutant strain inhibition
Dynein cargo inh cytoplasmic EGFP = recorded beside Dynein cargo inh, whose call it bears; z-score; measured here: cytoplasmic GR-EGFP intensity; stronger effect = higher value
Dynein cargo inh nuclear GR-EGFP = further read-out of Dynein cargo inh, marked with its call; z-score; measured here: nuclear GR-EGFP intensity;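 lower value marks the stronger effect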
Dynein cargo inh cell count = further read-out of Dynein cargo inh, marked with its call; z-score; measured here: cell count per field
Insulin prom up cell count = second read-out of Insulin prom up, no call of its own (marks repeat the call); cell count; measured here: cytotoxicity, nuclei count;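 total cells summed across four imaged fields per well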
Lipid droplet cells 6.5 µM = recorded beside Lipid droplet, whose call it bears; cell count; measured here: cell count, cytotoxicity flag;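 cells counted across two imaged fields per well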
b-catenin transl cell count 5 µM = recorded beside b-catenin transl, whose call it bears; cell count; measured here: cell count, cytotoxicity flag
MT stabilize HCS Hoechst-high % = further read-out of MT stabilize HCS, marked with its call; % Hoechst-high responders; measured here: nuclear condensation Hoechst responders;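 share of cells brighter than vehicle mean plus two SD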
MT stabilize HCS cytotoxicity % = recorded beside MT stabilize HCS, whose call it bears; toxicity, %; measured here: cytotoxicity by cell density;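 0% = mean cell density of plate MIN control wells and 100% = no cells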
Autophagy mod cell loss 18 h = further read-out of Autophagy mod, marked with its call; toxicity, %; measured here: cell loss, nuclei count;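 cell loss after 18 h compound exposure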
* hit, by the source's call; i = inactive; ? = inconclusive; / = no result given; + = active, no number. An excerpt. The share of hits here may be higher or lower than overall.

SMILES	Autophagy mod	Autophagy mod cell loss 18 h	Yfh1-depleted yeast	WT yeast gro inh	WT yeast gro inh mutant strain	MT stabilize HCS	MT stabilize HCS Hoechst-high %	MT stabilize HCS cytotoxicity %	b-catenin transl	b-catenin transl cell count 5 µM	Lipid droplet	Lipid droplet cells 6.5 µM	NOD2 inhibition	Insulin prom up	Insulin prom up cell count	Dynein cargo inh	Dynein cargo inh cytoplasmic EGFP	Dynein cargo inh nuclear GR-EGFP	Dynein cargo inh cell count
COc1ccc(-n2c(N)c(C(=O)NCc3ccco3)c3nc4ccccc4nc32)cc1	i	-29.0	?	-21.3	-21.2	8.1	4.1	1.6	-2.3	914	/	/	-0.4%	-0.63	1263	0.564	0.28	0.733	0.164
CCn1c(NCc2ccc(N(C)C)cc2)nc2ccccc21	i	-9.4	i	7.1	-14.6	1.8	2.8	14.9	-0.2	1032	-12.7	626	-17.6%	-0.77	1617	1.02	-0.264	1.08	0.0147
O=C(CCN1CCCCCC1)Nc1ccc(F)c(F)c1	i	6.5	i	4.4	-4.0	2.4	5.4	5.2	-3.2	910	/	/	-6.8%	-0.03	1329	0.412	-0.1	0.253	0.688
COc1ccc(-c2ccc([C@H]3[C@H]4C=CC[C@@H](C)[C@@H]4C(=O)N3Cc3ccccc3)c(F)c2)cc1C	/	/	i	/	/	/	/	/	-1.1	1211	-11.9	686	22.3%	/	/	-0.774	-0.743	-0.41	0.233
CN(C)/C=C/c1oc2ccc(O)cc2c1[N+](=O)[O-]	i	-2.3	i	30.4	21.2	1.9	1.3	2.1	-6.6	1111	-3.6	601	-1.0%	-1.12	1654	-0.589	-0.207	-0.431	0.244
COc1cc(C(=O)O)cc(NC(=O)c2cccs2)c1OC	i	-0.9	i	-11.6	-11.6	1.4	2.3	3.3	-0.3	492	2.5	732	9.1%	0.1	1358	-0.535	-0.124	-0.255	0.136
O=c1c2c(nc3n1CCCCC3)-c1ccccc1CC21CCCCC1	i	-6.3	i	78.5*	34.4*	2.4	1.7	6.4	-1.7	1187	-3.6	735	16.5%	-0.25	1192	2.1	-0.14	1.73	-2.12
Cc1ncsc1C(=O)N1N=C2/C(=C/c3ccccc3)CCCC2C1c1ccccc1 (stereo not drawn)	i	15.3	/	71.0*	7.5*	3.7	3.4	4.8	-2.6	1349	/	/	18.3%	-0.8	1435	-0.304	0.114	0.319	0.327
CC1Cc2ccccc2N1S(=O)(=O)c1cccc(C(=O)OCC(=O)NC2CCS(=O)(=O)C2)c1 (stereo not drawn)	i	-5.9	i	2.7	3.7	3.4	1.7	5.7	/	/	0.3	805	-8.8%	0.32	910	-1.12	-0.165	-0.273	0.474
COc1c(OC)c(O)c2c(=O)c(O)c(-c3ccccc3)oc2c1OC	i	-1.2	i	1.6	13.5	1.9	1.5	15.3	-0.7	1076	-1.4	685	7.4%	1.43	1339	0.803	-0.263	0.635	-0.716
CCSCc1nnc(SCC(=O)Nc2cccc(C(C)=O)c2)n1C	i	15.9	i	-7.9	-8.4	3.9	1.2	9.9	-1.7	1006	-0.2	675	4.8%	-0.12	1572	0.0768	0.19	0.305	-0.229
CCOC(=O)c1ccc(NC(=O)NCc2ccncc2)cc1	i	3.4	i	-8.2	-13.6	4.4	2.3	1.7	-0.6	1168	-0.6	772	11.7%	0.36	1103	-0.495	0.193	-0.139	0.769
CSCCC(NC(=O)c1cc(C)oc1C)C(=O)O (stereo not drawn)	i	-4.2	i	1.2	13.7	2.5	1.1	5.5	-2.4	1127	8.8	779	-1.7%	0.05	953	0.554	0.342	0.935	-1.83
O=C(NCc1cccnc1)C1CC(c2ccc(F)cc2)=NO1 (stereo not drawn)	i	15.2	i	/	/	5.9	3.0	3.4	-2.9	1077	/	/	0.6%	0.09	1593	-0.262	-0.322	0.196	0.392
NC(=O)c1c(NC(=O)C2CCCO2)sc2c1CCC2 (stereo not drawn)	i	5.3	i	-3.9	-1.9	2.1	1.3	8.7	-1.8	1126	-6.0	692	-7.9%	/	/	-0.941	-0.257	-0.275	1.14
O=C(O)CNC(=O)CCn1nnc2ccccc2c1=O	/	/	i	/	/	/	/	/	-0.7	1334	-13.0	689	18.5%	0.32	1089	-0.443	-0.249	-0.302	0.273
O=C(/C=C/c1ccccc1)NC(=S)Nc1ccccc1C(=O)NC1CCCCC1	i	-23.8	i	-2.5	-7.1	3.0	2.4	6.4	/	/	/	/	16.0%	/	/	-1.04	-0.33	-0.258	0.558
Clc1ccccc1N1CCN(c2ncnc3nc[nH]c23)CC1	i	-2.5	/	-2.8	-4.7	2.1	2.0	8.0	-3.0	1073	-7.9	619	-14.5%	-0.14	2047	0.935	-0.235	0.752	0.22
C/C(=N/NC(=O)CNC(=O)COc1ccccc1)c1ccco1	i	-12.3	i	-3.5	4.4	2.1	2.3	9.4	-3.3	1151	28.6	625	0.2%	0.05	1371	0.289	-0.249	0.302	-0.568
Cc1ccc(CN2CCN(Cc3cnc(C)[nH]3)CC2CCO)cc1 (stereo not drawn)	i	-7.4	i	9.1	9.3	2.1	2.1	4.0	-2.3	1005	0.9	692	10.2%	0.36	1561	-0.374	-0.308	0.296	-0.0843
O=C1CSC(=Nc2ccc(Cl)cc2)N1Cc1ccco1	/	/	i	/	/	/	/	/	1.3	1308	-15.8	700	-9.6%	0.1	954	0.426	-0.256	0.606	-0.203
Clc1ccc(CN2CCN(c3ccccc3)CC2)cn1	i	6.8	i	2.4	19.8	2.2	2.2	6.6	6.4	871	4.0	714	-2.3%	0.91	1348	-0.597	-0.272	-0.16	0.0625
COc1ccc(Nc2nc(-c3sc(NC(C)=O)nc3C)cs2)cc1	i	7.4	/	-2.4	0.7	22.6*	12.4*	34.4*	/	/	-3.3	803	-2.5%	-0.22	950	-0.0395	-0.21	0.00674	0.359
CC(C)C(OC(=O)c1ccco1)C(=O)NC1CCCCC1 (stereo not drawn)	i	-4.9	i	-1.4	-2.7	7.0	5.1	2.2	-8.5	971	/	/	0.3%	-0.43	1565	1.31	-0.165	0.531	-2.41
CCCC(=O)Nc1ccccc1NC(=O)c1ccc(OC(C)=O)cc1	i	-2.4	i	-36.7	14.6	2.4	1.2	1.1	-0.4	1582	-7.4	640	18.5%	/	/	0.131	-0.165	-0.17	0.232
O=C(O)COc1c(-c2ccco2)oc2ccccc2c1=O	i	9.8	i	-7.8	7.2	2.1	1.9	2.6	-2.0	1194	13.8	702	13.3%	-0.73	1298	0.197	-0.0476	0.241	-1.87
O=C(CN(Cc1ccccc1)S(=O)(=O)c1ccc2c(c1)OCCO2)Nc1ccc2c(c1)OCCO2	i	1.5	i	5.5	-10.6	6.3	2.0	7.6	-1.9	1019	-0.5	604	/	0.29	1737	-0.857	-0.0872	-0.262	0.863
O=C(Nc1ccc(F)cc1F)c1ccc(-n2cccn2)nc1	i	3.0	i	4.4	-0.4	1.9	1.8	0.8	-2.5	1187	16.1	750	1.1%	0.15	1198	-0.376	-0.199	-0.299	-0.117
CC1C/C(=N/O)C(C)CN1 (stereo not drawn)	i	-3.1	i	-2.7	-5.0	2.6	1.3	10.9	/	/	-3.9	772	-7.1%	-0.45	917	-1.72	-0.267	-0.665	0.674
C=CCn1c(COc2ccccc2)nnc1SCc1ccc(C#N)cc1	i	-1.6	i	-18.2	-7.8	3.4	2.7	3.7	-3.3	974	/	/	11.9%	-0.69	1420	-0.894	-0.209	-0.318	1.06
Cc1ccc(-c2noc(CCCOc3ccc(Cl)cc3Cl)n2)cc1	i	-1.6	i	42.7	10.5	4.0	2.8	4.5	/	/	/	/	5.7%	1.06	931	-0.339	-0.255	-0.187	0.226
CCCOc1ccc(/C(O)=C2/C(=O)C(=O)N(CCCn3ccnc3)C2c2cccs2)cc1 (stereo not drawn)	i	23.2	i	6.4	-2.6	6.4	2.8	8.1	-1.8	1157	16.8	467	-5.4%	0.37	1565	1.82	0.00493	1.17	-1.43
CC(=O)C1=C(O)C(=O)N(c2cccc(C(=O)O)c2)C1c1ccccc1F (stereo not drawn)	i	-1.6	i	-9.3	4.0	2.6	2.4	3.0	0.9	1100	-2.9	447	4.9%	1.55	1461	0.377	-0.186	0.0862	-0.595
COc1ccc(-c2csc(/C(C#N)=C/Nc3cc4oc5ccccc5c4cc3OC)n2)cc1	+	12.5*	i	1.7	-3.0	1.7	2.0	6.6	-0.1	1114	-1.6	699	-7.8%	/	/	-0.787	0.23	-0.281	0.639

High-throughput results (PubChem)
